Screens deposited in PubChem by National Center for Advancing Translational Sciences (NCATS).
Tau fibril FP = blocks human tau fibril formation measured by polarization. K18 P301L tau heparin fibrillization, Alexa594 FP, 6 h. actives 0.39% (n = 280,000). Potency, µM (doses to about 57.7 µM), inactives show at the highest dose activity, negative = inhibition, actives largely listed as inhibitors; also: nearly all actives have a fitted effect of over 55% in size
Target sequence (P10636 561-689 P618L limits assumed): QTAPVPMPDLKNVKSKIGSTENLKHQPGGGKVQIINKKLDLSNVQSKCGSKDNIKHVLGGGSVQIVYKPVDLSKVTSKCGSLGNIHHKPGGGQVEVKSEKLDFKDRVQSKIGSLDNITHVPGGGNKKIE
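Human tau K18 […] P301L fragment, 15 uM unlabeled plus 0.24 uM Alexa 594-labeled tau (final), with compound and 20 uM heparin in 100 mM sodium acetate pH 7; 6 hr at 37 C, then Alexa 594 FP read.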
RGS12 GoLoco inh = inhibitors of human Gai1-RGS12 GoLoco interaction (red fluorophore); P63096; Gai1:RGS12 GoLoco peptide FP, rhodamine, 10 min; Potency, µM (highest dose often 61.6 µM), for inactives: at the highest dose activity, negative = inhibition, usual class: inhibitors; actives 0.44% (n = 230,000); active = well fitted inhibition curve with a large enough effect, not every such curve was filed as active; inactive = no such curve, though single readings can be large or run the other way; also: nearly all actives have a fitted effect of over 30% in size; many of its hits are not listed in these tables
Target sequence (P63096 whole entry, looked up): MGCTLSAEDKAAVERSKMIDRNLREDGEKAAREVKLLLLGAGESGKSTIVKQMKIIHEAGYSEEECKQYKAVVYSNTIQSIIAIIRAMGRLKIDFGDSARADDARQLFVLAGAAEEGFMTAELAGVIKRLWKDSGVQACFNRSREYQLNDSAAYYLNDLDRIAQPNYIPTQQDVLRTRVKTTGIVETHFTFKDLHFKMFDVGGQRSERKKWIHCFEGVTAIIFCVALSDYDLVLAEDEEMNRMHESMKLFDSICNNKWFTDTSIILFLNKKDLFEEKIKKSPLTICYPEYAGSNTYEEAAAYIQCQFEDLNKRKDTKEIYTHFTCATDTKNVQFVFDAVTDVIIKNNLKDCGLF
KDM4E inh = JMJD2E (human) inhibition. Potency, µM (top dose mostly 57.1 µM), for the others: top-dose activity change, negative = inhibition, most hits filed as inhibitors. AID 2147. JMJD2E catalytic domain, FDH-coupled NADH fluorescence (FDH is formaldehyde dehydrogenase). actives 1.6% (n = 230,000); active = well fitted inhibition curve with a large enough effect, not every such curve was filed as active; inconclusive = small, poorly fitted or top-dose-only effect, or another doubt; inactive = no such curve, though single readings can be large or run the other way;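 also: 0% = wells with enzyme and -100% = buffer wells without enzyme; nearly all actives have a fitted effect of over 50% in size; many of its hits are not listed in these tables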
Target sequence (B2RXH2 1-337 limits assumed): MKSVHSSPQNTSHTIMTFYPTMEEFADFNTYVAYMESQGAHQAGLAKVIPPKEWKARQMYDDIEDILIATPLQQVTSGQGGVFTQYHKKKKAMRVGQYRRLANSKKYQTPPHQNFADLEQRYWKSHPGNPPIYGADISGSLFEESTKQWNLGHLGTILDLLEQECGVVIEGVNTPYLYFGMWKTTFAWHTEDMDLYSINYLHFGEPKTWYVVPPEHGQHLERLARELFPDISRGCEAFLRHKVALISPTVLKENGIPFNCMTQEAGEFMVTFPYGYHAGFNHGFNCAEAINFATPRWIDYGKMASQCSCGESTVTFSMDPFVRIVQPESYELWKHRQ
TRb-SRC2 inh = inhibitors of human thyroid hormone receptor beta-SRC2 interaction | TRbeta-SRC2 peptide binding, fluorescence polarization; receptor liganded with 1 µM T3 | Potency, µM (series often up to 106 µM), for the others: at the highest dose activity change, negative = inhibition, actives largely listed as inhibitors | P10828 | actives 0.065% (n = 280,000);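 also: plate controls were bound peptide for no effect and peptide without receptor for full effect; nearly all actives have a fitted effect of over 50% in size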
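TRb LBD 0.6 uM + Texas Red SRC2 peptide 20 nM, 1 uM T3, Tris buffer w/ 5% DMSO; compound pinned, 5 h RT; FP read ex 555/em 632; normalized to unbound and bound controls.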
RECQ1 inh = inhibitors of human RECQ1 DNA helicase | RECQ1 DNA unwinding, red fluorescence kinetic read | P46063 | Potency, µM (doses to about 57.3 µM), without a hit: at the top dose activity, negative = inhibition, usual class: inhibitors | actives 0.54% (n = 240,000);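 also: plate controls were vehicle for no effect and no enzyme for full effect; nearly all actives have a fitted effect of over 30% in size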
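RECQ1T1 50 nM; forked duplex (20 bp + 30-nt ss tails) 200 nM, ATP 2 mM final; pH 8.0, 2 mM MgCl2, 2.5 ug/ml poly(dI-dC); 15 min compound preincubation; discontinuous kinetic read over 2 h at RT.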
Tau fibril ThT = tau fibrillization inhibition (ThT binding) | P10636 | recombinant tau K18 P301L (four-repeat tau fragment), heparin-induced fibrillization, ThT fluorescence | actives 2.1% (n = 270,000) | Potency, µM (titrated, usually from 57.4 µM), inactives show top-dose activity, negative = inhibition, most hits filed as inhibitors | AID 1460; also: nearly all actives have a fitted effect of over 55% in size
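Heparin-induced (20 uM) aggregation of recombinant human K18 P301L tau, 15 uM unlabeled with 0.24 uM labeled, pH 7 acetate buffer, 6 hr at 37 C with compound. Fibrils quantified by 30 uM ThT fluorescence after 1 hr ambient incubation.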
L3MBTL1 block = inhibitors of human L3MBTL1. Q9Y468. AlphaScreen L3MBTL1–H3K9me1 peptide binding. Potency, µM (top dose mostly 57.1 µM), inactives show at the top dose activity, negative = inhibition, usual class: inhibitors. actives 0.66% (n = 230,000). AID 485360; also: nearly all actives have a fitted effect of over 60% in size
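L3MBTL1 50 nM + b-AHA-H3(1-15)K9me1 75 nM, 30 min RT; compound added, 30 min RT; streptavidin donor/Ni-chelate acceptor beads 10 ug/mL each final, 30 min RT dark; AlphaScreen read.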
TR SRC2 fluor cs = Texas Red fluorescence interference in TRb-SRC2 counter-screen; TRb/SRC2 Texas Red total fluorescence interference; Potency, µM (top dose mostly 106 µM), inactives show top-dose fluorescence change, negative = quenching; actives 0.29% (n = 280,000); AID 1479; active = well fitted curve in either direction with a large enough effect; inconclusive = small, poorly fitted or top-dose-only effect
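Human TRβ ligand-binding domain (0.6 uM) and Texas Red SRC2 peptide (20 nM) in Tris buffer with 1 uM T3 and 5% DMSO were incubated with pinned compound for 5 hr at ambient temperature. Total fluorescence was computed as S + 2P (555/632 nm).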
* marks the source's active call; other numbers are inactive results; i = inactive; u = inconclusive; x = not tested or not shown; [ ] = another dose, or the depositor's remark. Unless noted, calls follow the shape of the dose curve; as a rule, active = well fitted curve in the direction sought with a large enough effect; inconclusive = small, poorly fitted or top-dose-only effect, or another doubt; inactive = no such curve, though single readings can be large; an effect the other way counts as inactive or inconclusive. Unless noted, % is scaled to controls: 0 for no effect and ±100 for the full control effect; potency is read from the fitted curve at half-maximal effect. These rows are one share of the data (hit frequency here may not be typical).

The opening 2 entries as a preview:
SMILES | Tau fibril FP | RGS12 GoLoco inh | KDM4E inh | TRb-SRC2 inh | RECQ1 inh | Tau fibril ThT | L3MBTL1 block | TR SRC2 fluor cs
CCc1cc2c(=O)n(-c3ccc(C)cc3)cnc2s1 | 5% | 13% | -3% | -21% | -7% | 11% | -6% | 1%
O=C(NC(=S)NCc1ccc(F)cc1)c1ccccc1 | -4% | -18% | -1% | 4% | u | -6% | -4% | -3%

The whole of this part (from the top)
SMILES | Tau fibril FP | RGS12 GoLoco inh | KDM4E inh | TRb-SRC2 inh | RECQ1 inh | Tau fibril ThT | L3MBTL1 block | TR SRC2 fluor cs
CCc1cc2c(=O)n(-c3ccc(C)cc3)cnc2s1 | 5% | 13% | -3% | -21% | -7% | 11% | -6% | 1%
O=C(NC(=S)NCc1ccc(F)cc1)c1ccccc1 | -4% | -18% | -1% | 4% | u | -6% | -4% | -3%
O=C(CCc1ccccc1)Nc1ccccc1C(F)(F)F | 2% | 10% | 4% | -3% | -12% | -9% | 11% | -3%
CC(Oc1ccc(F)cc1)C(=O)Nc1ccc2ccccc2c1 (stereo unspecified) | u | 8% | -6% | 1% | i | -2% | x | 0%
C/C(=N\NC(=O)c1nn(C)cc1Br)c1cccc(NC(=O)c2ccncc2)c1 | u | 5% | 21% | -3% | -9% | -20% | -5% | -1%
Cc1cccc(Nc2nc(N)nc(CN3CCC(C)CC3)n2)c1C | -7% | 6% | -7% | -7% | -19% | 2% | -20% | 0%
O=C1CC(N(CCc2ccccc2)C(=S)Nc2ccccc2)C(=O)N1c1ccccc1 (stereo unspecified) | u | 0% | 3% | 7% | i | 9% | 0% | 4%
Cc1ccc([N+](=O)[O-])cc1N=C(c1cccc(Br)c1)N1CCOCC1 | 1% | -11% | -2% | -4% | -17% | -11% | -6% | 3%
CC(Sc1nc(-c2ccccc2)cc(C(F)(F)F)n1)C(=O)N1CCCCC1 (stereo unspecified) | 3% | 2% | -2% | 1% | -11% | -14% | 11% | 3%
COc1ccc(-c2cc(-c3ccc(F)cc3)nc(N3CCN(C)CC3)n2)cc1 | -5% | -13% | 2% | -14% | -5% | -12% | 30%[activator] | 1%
COCCNC(=O)CCc1ccc(S(=O)(=O)Nc2ccc(C)cc2)cc1 | -6% | 6% | -1% | -18% | -10% | -7% | x | 0%
C=C(C)CN(CC)C(=O)CC1C(=O)NCCN1Cc1c(F)cccc1Cl (stereo unspecified) | 6% | 4% | 7% | 2% | 14% | 6% | 2% | -2%
Cc1cccc(C(=O)NCC(=O)N2CC(=O)Nc3ccccc32)c1 | 0% | 10% | -1% | 1% | 3% | 2% | -12% | -2%
O=C(CSc1nnc(-c2ccc3c(c2)OCO3)n1-c1ccccc1)c1ccccc1 | -3% | 3% | 2% | -3% | 1% | -3% | 3% | 6%
COc1ccc(NC(=O)N2CCCc3ccccc32)cc1 | -6% | 10% | -2% | 2% | -7% | u | 9% | 1%
CCOC(=O)CNC(=S)N(Cc1ccccc1F)C1CCCCC1 | 11% | 2% | 7% | -4% | -4% | -5% | x | -1%
C=CCN=C1S/C(=C/c2cccc([N+](=O)[O-])c2)C(=O)N1CC=C | 6% | -2% | -4% | 4% | -8% | u | -25% | -1%
O=S(=O)(c1ccc(Cl)cc1)c1cnc2ccccc2n1 | -1% | 1% | -5% | 13% | 1% | -18% | 3% | -2%
CC(=O)c1ccc(OCCCC(=O)Nc2cc(S(=O)(=O)N(C)C)ccc2C)cc1 | 4% | 2% | 7% | -3% | -3% | -6% | 5% | 0%
CN(Cc1ccccc1)Cc1nc2scc(-c3ccccc3)c2c(=O)[nH]1 | -1% | 15% | u | -2% | i | -16% | -20% | 1%
O=C(Nc1ccccc1)Nc1ccc(-n2ccc(C(F)(F)F)n2)cc1 | u | 3% | -3% | 1% | -7% | 2% | 1% | -2%
Cc1c(Cl)c([N+](=O)[O-])nn1CC(=O)NCc1cccs1 | 4% | 10% | -3% | 5% | -5% | -5% | 3% | 1%
Cc1cccc([C@@H]2C[C@H]3CN(Cc4cccc(Cl)c4)C(=O)[C@]34CCCN24)n1 | 0% | 35%[activator] | 3% | 3% | i | -2% | -1% | -5%
Cn1c2c(c(=O)n(C)c1=O)C(NS(=O)(=O)c1ccccc1)(C(F)(F)F)C(=O)N2 (stereo unspecified) | -6% | -1% | 4% | 3% | 0% | 1% | 6% | 1%
Cc1ccc(NS(=O)(=O)c2ccc(NC(=O)C3CCCO3)cc2)cc1 (stereo unspecified) | -3% | 31%[activator] | 6% | -3% | 5% | -2% | -14% | -4%
CCOC(=O)c1cc(NC(=O)c2ccc(C)cc2)c(=O)n2c1oc1ccccc12 | -11% | x | x | -1% | x | -2% | x | u
CCCCCC(=O)N1CC2(CC(c3cccc(NC(=O)c4ccccc4)c3)=NO2)C[C@@H]1C(N)=O (stereo partly specified) | -6% | 4% | 4% | 7% | u | 3% | 2% | 1%
Cc1nc(-c2ccc(C(=O)Nc3ccccc3F)cc2)cs1 | 7% | -3% | u | 2% | -3% | -14% | -6% | -5%
Cc1nc(SCC(=O)NC(C)c2ccccc2)c2oc3ccccc3c2n1 (stereo unspecified) | -6% | 10% | 3% | -1% | 11% | -19% | x | -2%
CCOC(=O)c1cnn(-c2ccccc2)c1N | 6% | 5% | -7% | -18% | -12% | -5% | x | -2%
CC(=O)c1ccc(N2CCN(C(=S)Nc3ccccc3F)CC2)cc1 | 4% | x | 0% | -7% | -6% | 6% | 3% | -6%
C[C@@H]1CN(C(=O)c2nc3ccc(Cl)cn3c2CN2CCc3sccc3C2)C[C@H](C)O1 | -5% | 4% | u | 3%[53 µM] | -9% | -6% | -4% | 0%[53 µM]
CCC(=O)c1ccc(OCC(O)CN2C(=O)NC(C)(C)C2=O)cc1 (stereo unspecified) | 0% | 12% | -7% | -12% | -5% | -13% | x | 1%
Cc1cc(C)cc(NC(=O)C(OC(=O)c2cccs2)c2ccccc2)c1 (stereo unspecified) | -22% | -6% | -4% | 2% | -9% | 1% | 2% | -33%
Cc1ccc(N2CC(C(=O)NCc3ccc4c(c3)OCO4)CC2=O)cc1C (stereo unspecified) | -2% | -6% | 3% | -7% | 12% | 4% | -3% | -5%
CCN(CC)c1ccc(C(=S)N2CCN(c3ccccc3)CC2)cc1 | 13% | 1% | -2% | 8% | -6% | -3% | -5% | -6%
COCc1cc(C)[nH]c(=O)c1C(=O)NC12CC3CC(CC(C3)C1)C2 | u | 22% | 3% | -1% | i | -17% | -13% | -2%
O=C(NCCCN1CCCCC1)c1ccc2c(c1)sc1nc(-c3ccc(F)cc3)cn12 | 8% | x | x | -15% | x | u | x | 0.0009µM*[quencher]
CC(C)C(=O)Nc1ccc(-c2nc3ccccc3c(=O)o2)cc1 | -6% | 11% | -7% | -2% | -5% | -12% | 6% | -1%
CC(C)(CSc1ccccn1)NS(=O)(=O)c1ccc(Cl)cc1 | 7% | -3% | -2% | 0% | -1% | -3% | 10% | -2%

Look-ups from the entries so far.
RGS12 GoLoco inh, CC(C)C(=O)Nc1ccc(-c2nc3ccccc3c(=O)o2)cc1 is entered as 11%
RGS12 GoLoco inh, Cc1nc(SCC(=O)NC(C)c2ccccc2)c2oc3ccccc3c2n1 (stereo unspecified) is entered as 10%
RGS12 GoLoco inh, COCc1cc(C)[nH]c(=O)c1C(=O)NC12CC3CC(CC(C3)C1)C2 is entered as 22%
RECQ1 inh, Cc1ccc(N2CC(C(=O)NCc3ccc4c(c3)OCO4)CC2=O)cc1C (stereo unspecified) is entered as 12%
KDM4E inh, CCCCCC(=O)N1CC2(CC(c3cccc(NC(=O)c4ccccc4)c3)=NO2)C[C@@H]1C(N)=O (stereo partly specified) is entered as 4%

(more compounds)
SMILES | Tau fibril FP | RGS12 GoLoco inh | KDM4E inh | TRb-SRC2 inh | RECQ1 inh | Tau fibril ThT | L3MBTL1 block | TR SRC2 fluor cs
COc1ccc(C(CC(=O)Nc2ccc(F)cc2)c2ccccc2)cc1 (stereo unspecified) | -10% | 2% | 1% | -5% | -1% | 3% | 4% | -2%
O=C(NN=C1CCCC1)c1sc2ccccc2c1Cl | 10% | -5% | 28% | -11% | -3% | u | x | -2%
Cc1c(-c2nnc(SCC(=O)Nc3ccc(Cl)cc3)o2)nnn1-c1ccc(F)cc1 | -12% | x | x | -4% | x | -5% | x | -5%
Cc1cc(C)cc(NC(=O)C(=O)NCc2ccccn2)c1 | -7% | 3% | -2% | 7% | 6% | -3% | 9% | 4%
CCCn1c(CC)nc([N+](=O)[O-])c1Sc1ccc(F)cc1 | 0% | -32% | -1% | 5% | 0% | -5% | -14% | -1%
COc1cccc2cc(C(=O)NCc3ccccn3)c(=O)oc12 | -8% | 5% | u | 2% | -1% | 2% | -13% | -8%
Cc1ccc(NCc2nnc(SCC(=O)N(Cc3ccccc3)C(C)(C)C)o2)c(C)c1 | 9% | -3% | 0% | -1% | -15% | -16% | x | -4%
CC1CC(=O)N(c2ccc(Br)cc2)C(=O)C1 | 6% | 5% | 16% | 6% | -15% | x | x | -3%
COC(=O)c1c(NC(=O)C2CCCO2)sc2c1CCC2 (stereo unspecified) | -10% | 97% | u | -8% | i | -15% | x | 2%
CC(C)c1nnc(NC(=O)CSc2nnc(-c3ccco3)o2)s1 | 10% | 23% | 4% | 5% | i | -3% | 4% | -2%
COc1cc2c(cc1OC)C(C)N(C(=O)c1cc3c(s1)-c1ccccc1OC3)CC2 (stereo unspecified) | -3% | -1% | 4% | 0% | -5% | u | -5% | -1%
O=C(Nc1ccc(S(=O)(=O)N2CCc3ccccc3C2)cc1)c1ccccc1 | u | 0% | u | -15% | i | -2% | x | -2%
O=c1oc2ccccc2cc1-c1cn2cc(Cc3cc(Cl)ccc3Cl)sc2n1 | -17% | x | x | 6% | x | -7% | x | -20%
COc1ccc(CNC(=O)CSc2n[nH]c(C)c2[N+](=O)[O-])cc1 | 1% | 7% | -6% | 7% | -3% | -8% | 3% | -2%
CC(=O)Nc1nnc(SCC(=O)NCC2CCCO2)s1 (stereo unspecified) | 4% | -21% | 4% | -18% | -11% | 0% | 17% | 2%
CCOC(=O)Cc1csc(NC(=O)CSc2nnc(C(C)C)n2C)n1 | -5% | -8% | 5% | -6% | i | -5% | 52%[activator] | -8%
